Assay outcomes deposited in PubChem by several laboratories.
PMI act: phosphomannose isomerase (human) activation; AID 1214; P34949; activation factor at 20 µM; purified human PMI, coupled resazurin fluorescence, 20 min; hits give high values; 1 = vehicle control, 0 substrate-free wells; 190,000 compounds, 0.005% hits;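 active = activation factor of 2 or more at 20 µM, relative to plate controls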
Target sequence (P34949 whole entry, looked up): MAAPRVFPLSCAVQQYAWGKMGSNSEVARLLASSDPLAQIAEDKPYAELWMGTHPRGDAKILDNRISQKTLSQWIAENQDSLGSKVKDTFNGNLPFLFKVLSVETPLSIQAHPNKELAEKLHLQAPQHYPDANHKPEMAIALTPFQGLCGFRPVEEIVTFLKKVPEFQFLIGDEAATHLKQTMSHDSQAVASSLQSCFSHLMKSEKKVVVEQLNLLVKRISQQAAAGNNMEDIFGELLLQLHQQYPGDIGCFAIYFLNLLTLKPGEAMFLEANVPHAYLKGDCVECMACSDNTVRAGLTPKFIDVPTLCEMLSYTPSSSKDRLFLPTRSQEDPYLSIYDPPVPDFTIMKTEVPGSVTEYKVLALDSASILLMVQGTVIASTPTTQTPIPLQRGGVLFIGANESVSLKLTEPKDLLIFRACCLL
G6PDH CS: counter-screen for G6PDH assay hits: L. mesenteroides G6PDH inhibition; inhibition, % at 5 µM; 200,000 compounds, 0.12% hits; Purified L. mesenteroides G6PDH, diaphorase/resazurin coupled fluorescence, 45 min; in the data active = inhibition above about 50%
S1P3 antagonist: antagonists of human S1P3 receptor; CHO S1P3 NFAT-BLA reporter, FRET fluorescence, antagonist mode; inhibition, % at 4.98 µM; 170,000 compounds, 0.27% hits;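 active = inhibition above the plate cutoff, the mean inhibition of test wells on that plate plus 3 SD, cut at about 28% in these data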;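 note: cells challenged with S1P at its EC80 of 0.8 µM; blue over green emission ratio from cleaved BLA substrate after 4 h stimulation; 0% = S1P-stimulated wells and 100% = unstimulated DMSO-only wells; some compounds past the cut are filed as inactive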
Diaph act CS: counter-screen for diaphorase-based assays: diaphorase activators and chemical reducers; 190,000 compounds, 0.005% hits; activation factor at 20 µM; Diaphorase/resazurin coupled assay, resorufin fluorescence, 16 min; hits give high values; 1 = vehicle wells, 0 = NADH-free wells;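 active = diaphorase activity raised at least twofold by the compound at 20 µM; inactive = activation factor below 2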
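Material: Clostridium kluyveri diaphorase, purified enzyme; Quantity: enzyme 0.07 U/mL final; Medium: HEPES pH 7.4 buffer with MgCl2 and Tween 20; Dosing: single compound dose of 20 µM, 1% DMSO final; Schedule: 16 min reaction at room temperature; Measured by: red resorufin fluorescence at 544/590 nm excitation/emission.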
PPARg SRC2 recr: promotes SRC-2 coactivator recruitment by human PPARgamma. P37231. PPARgamma LBD-SRC-2 recruitment, biochemical. activation, % at 8 µM. 200,000 compounds, 0.34% hits; in the data active = activation above about 22%;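 note: 0% = vehicle and 100% = reference agonist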
Target sequence (P37231 whole entry, looked up, the tested form may be a part): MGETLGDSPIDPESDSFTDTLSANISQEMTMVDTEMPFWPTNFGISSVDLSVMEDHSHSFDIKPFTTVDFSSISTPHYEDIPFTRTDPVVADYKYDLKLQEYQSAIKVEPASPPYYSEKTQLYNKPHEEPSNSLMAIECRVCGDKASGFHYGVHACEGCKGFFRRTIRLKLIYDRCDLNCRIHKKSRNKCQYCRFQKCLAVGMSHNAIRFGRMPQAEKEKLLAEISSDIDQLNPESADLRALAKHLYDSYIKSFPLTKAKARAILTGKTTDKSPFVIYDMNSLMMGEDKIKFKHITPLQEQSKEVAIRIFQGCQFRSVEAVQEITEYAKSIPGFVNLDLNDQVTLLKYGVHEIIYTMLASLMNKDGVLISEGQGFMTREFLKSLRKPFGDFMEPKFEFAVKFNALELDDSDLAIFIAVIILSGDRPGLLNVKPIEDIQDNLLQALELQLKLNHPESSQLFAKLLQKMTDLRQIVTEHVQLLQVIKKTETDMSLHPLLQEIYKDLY
TR-FRET SRC-2 ct: flags TR-FRET format artefacts in PPARgamma SRC-2 recruitment agonist screen; TR-FRET artefact counter-screen; hits give high values; TR-FRET ratio at 8 µM; 200,000 compounds, 0.4% hits; in the data active = TR-FRET ratio above about 2000; note: inactives centre near 1500
PPARg SRC-3 ag: promotes SRC-3 coactivator recruitment by human PPARgamma. biochemical PPARgamma/SRC-3 coactivator recruitment assay. activation, % at 8 µM. 200,000 compounds, 0.26% hits; in the data active = activation above about 23%;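 note: 0% = DMSO and 100% = reference agonist; some compounds past the cut are filed as inactive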
PMI act satM6P: PMI (human) activation, high substrate | P34949 | coupled PMI enzyme assay, resazurin fluorescence, 20 min; hits give high values; 1 = untreated enzyme, 0 = substrate-free blank | activation factor at 20 µM | 190,000 compounds, 0.34% hits;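 active = activation factor of 2 or more at 20 µM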
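assay system = human phosphomannose isomerase with PGI, G6PDH, diaphorase coupling enzymes | quantity = 15 ng/mL PMI | incubation = enzyme reaction with compound 20 min at room temperature | medium = HEPES pH 7.4 buffer with MgCl2 and Tween-20 | compound dosing = one concentration, 20 µM, in 1% DMSO | measured by = Diaphorase-driven resazurin-to-resorufin fluorescence, excitation 544, emission 590 nm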
PPARg SRC-1 ag: promotes SRC-1 coactivator recruitment by human PPARgamma; P37231; PPARgamma-SRC-1 coactivator recruitment biochemical assay; activation, % at 8 µM; 200,000 compounds, 0.41% hits; in the data active = activation above about 19%;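 note: 0% = DMSO and 100% = reference agonist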
ROMK primary: modulators of human ROMK potassium channel. 130,000 compounds, 2% hits. B-score at 10 µM. Tet-inducible ROMK, thallium flux fluorescence; actives lie on both sides. AID 1918;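 active = signal ratio slope over the read window, or its plate-corrected B-score, at least 3 SD from the plate mean, either direction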;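 note: B-score of the F/F0 ratio slope over 7 to 12 s after thallium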
Diaph inh CS: diaphorase inhibition or chemical oxidation counter-screen | inhibition, % at 20 µM | AID 1217 | diaphorase resazurin-to-resorufin fluorescence, NADH, 16 min; bacterial (C. kluyveri) enzyme, not human | 190,000 compounds, 0.69% hits;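 active = primary screen inhibition at 20 µM above a set limit, cut at about 50% in these data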;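 note: plate controls were DMSO with full reaction for no effect and wells lacking NADH for full effect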
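System: Bacterial diaphorase enzyme (C. kluyveri) | Incubation: 16-min room-temperature incubation before reading | Benchmarks: No-NADH positive control and DMSO neutral control | Measured by: Resorufin fluorescence 544/590 nm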
Numbers without * were called inactive; / = not tested or not shown.

The first 10 compounds, to show the layout:
entry	structure	PMI act	G6PDH CS	S1P3 antagonist	Diaph act CS	PPARg SRC2 recr	TR-FRET SRC-2 ct	PPARg SRC-3 ag	PMI act satM6P	PPARg SRC-1 ag	ROMK primary	Diaph inh CS
1	Cc1c(/N=C/c2ccco2)n(Cc2ccccc2)c2ccccc12	0.7	0	49	0.8	9	1821	14	0.7	5	/	22
2	CCOC(=O)c1c(NC(=O)CSc2ncnc3ccccc23)sc(C(C)=O)c1C	0.9	13	-3	1	-1	1552	0	1.1	-1	-2	0
3	Cc1ccc(N2C(=O)N(c3ccc(C)cc3)C3CS(=O)(=O)CC32)cc1 (stereo not given)	0.9	14	-4	0.9	0	1742	-2	0.9	10	1.2	12
4	Cc1[nH]c(=O)[nH]c(=O)c1S(=O)(=O)N1CCCC(C(=O)NCCC2=CCCCC2)C1 (stereo not given)	1.2	7	-12	0.9	-8	1556	-5	1.1	2	-0.14	7
5	O=C(NCc1nnc(SCc2ccc(F)cc2)n1-c1ccccc1)C12CC3CC(CC(C3)C1)C2	0.8	7	-1	0.8	6	1616	4	0.9	4	-2.5*	24
6	CCCC(=O)NCCCc1nc2ccccc2n1C(C)C	1	-5	-14	0.9	12	1816	-4	1	7	/	10
7	Cc1ccc(C)c(NC(=O)CSc2nnc(CCCCCNC(=O)OC(C)(C)C)o2)c1	1	19	25	1	-4	1449	-2	1	7	-2.8	4
8	CN(Cc1ccccc1)C(=O)CN(c1ccc(F)cc1)S(=O)(=O)c1ccc2c(c1)OCCO2	0.9	10	/	0.9	9	1556	3	0.9	4	/	14
9	O=C(Nc1ccccc1Cl)N1CCN(c2ccc3nnc(-c4ccccc4)n3n2)CC1	0.9	3	-2	0.6	-8	1304	-16	0.9	-3	/	39
10	Cc1ccc(CN2C(=O)CCC2C(=O)N2CCN(c3ccc(F)cc3)CC2)cc1 (stereo not given)	1	6	-12	0.9	4	1764	2	0.8	0	-0.22	11

This part in full, repeating the preview:
entry	structure	PMI act	G6PDH CS	S1P3 antagonist	Diaph act CS	PPARg SRC2 recr	TR-FRET SRC-2 ct	PPARg SRC-3 ag	PMI act satM6P	PPARg SRC-1 ag	ROMK primary	Diaph inh CS
1	Cc1c(/N=C/c2ccco2)n(Cc2ccccc2)c2ccccc12	0.7	0	49	0.8	9	1821	14	0.7	5	/	22
2	CCOC(=O)c1c(NC(=O)CSc2ncnc3ccccc23)sc(C(C)=O)c1C	0.9	13	-3	1	-1	1552	0	1.1	-1	-2	0
3	Cc1ccc(N2C(=O)N(c3ccc(C)cc3)C3CS(=O)(=O)CC32)cc1 (stereo not given)	0.9	14	-4	0.9	0	1742	-2	0.9	10	1.2	12
4	Cc1[nH]c(=O)[nH]c(=O)c1S(=O)(=O)N1CCCC(C(=O)NCCC2=CCCCC2)C1 (stereo not given)	1.2	7	-12	0.9	-8	1556	-5	1.1	2	-0.14	7
5	O=C(NCc1nnc(SCc2ccc(F)cc2)n1-c1ccccc1)C12CC3CC(CC(C3)C1)C2	0.8	7	-1	0.8	6	1616	4	0.9	4	-2.5*	24
6	CCCC(=O)NCCCc1nc2ccccc2n1C(C)C	1	-5	-14	0.9	12	1816	-4	1	7	/	10
7	Cc1ccc(C)c(NC(=O)CSc2nnc(CCCCCNC(=O)OC(C)(C)C)o2)c1	1	19	25	1	-4	1449	-2	1	7	-2.8	4
8	CN(Cc1ccccc1)C(=O)CN(c1ccc(F)cc1)S(=O)(=O)c1ccc2c(c1)OCCO2	0.9	10	/	0.9	9	1556	3	0.9	4	/	14
9	O=C(Nc1ccccc1Cl)N1CCN(c2ccc3nnc(-c4ccccc4)n3n2)CC1	0.9	3	-2	0.6	-8	1304	-16	0.9	-3	/	39
10	Cc1ccc(CN2C(=O)CCC2C(=O)N2CCN(c3ccc(F)cc3)CC2)cc1 (stereo not given)	1	6	-12	0.9	4	1764	2	0.8	0	-0.22	11
11	Cc1cc(/C=C2/NC(=O)NC2=O)c(C)n1C	1.1	5	-26	0.8	0	1624	-1	0.8	11	0.85	18
12	Cc1ccc(C)c(Cc2c(C)nc3c(C(=O)NCc4ccc5c(c4)OCO5)cnn3c2C)c1	0.8	13	/	0.9	0	1431	7	0.9	0	0.17	14
13	O=C(c1ccco1)N1CCN(C(=O)c2ccccc2[N+](=O)[O-])CC1	1	3	-7	1	0	1540	-2	1	-6	0.94	-4
14	CCN(c1ccccc1)S(=O)(=O)c1cc(C(=O)Nc2ccc(Br)cc2)ccc1F	0.8	5	10	0.8	6	1767	-3	0.9	7	-1	20
15	C=CCNC(=O)/C(C#N)=C\c1cc(Cl)c(O)c(OCC)c1	0.8	-7	-9	0.9	3	1738	5	0.6	0	/	14
16	CCCC(C)C(=O)Nc1cc([N+](=O)[O-])ccc1F (stereo not given)	1	4	1	0.9	2	1531	2	1	2	-0.015	10
17	COc1ccc(Cl)cc1NC(=O)CN1C(=O)CSC1=O	1	4	10	0.9	-1	1561	1	1.1	1	0.72	5
18	O=C(NCc1ccccc1)C(c1ccccc1)N(Cc1ccc2c(c1)OCO2)C(=O)Cc1cccs1 (stereo not given)	1.3	1	/	0.9	1	1490	0	1.3	-9	/	7
19	Cc1ccc(S(=O)(=O)N(C)C)cc1NC(=S)NC12CC3CC(CC(C3)C1)C2	0.9	6	2	0.7	11	1744	7	0.8	2	/	28
20	C[C@H](NC(=O)Nc1cccc(C(F)(F)F)c1)C(=O)O	1.2	0	-20	0.9	9	1546	-15	1.1	-10	0.3	10
21	CCOC(=O)N1CCN(C(=O)CSc2nnc(COc3ccccc3)o2)CC1	0.9	-17	-22	0.9	8	1572	13	0.9	1	/	10
22	O=C(CCNC(=O)OCc1ccccc1)NC1CCCCC1	0.9	0	18	0.9	9	1594	4	1	-3	-0.22	5
23	Cc1ccc2c(Cl)c(C)c(N3CCCCC3)nc2n1	1.1	-1	-4	1	4	1627	4	1.1	4	/	2
24	Cc1ccccc1OC(=O)CCC(=O)OCCCC(F)(F)C(F)(F)F	0.9	2	-77	0.9	-3	1762	12	0.9	3	/	13
25	O=C(OCc1ccc(Cl)c(Cl)c1)c1ccccn1	1	5	/	0.9	4	1477	-9	1	0	-0.069	14
26	COCCCNC(=O)C1CCN(C(=O)Nc2ccc(Cl)cc2)CC1	0.9	-16	-22	0.8	-2	1432	-14	0.9	4	/	16
27	COc1ccc(/C=N/NC(=O)c2nc(-c3ccccc3)cc(-c3ccccc3)n2)cc1OC	0.9	-3	/	0.8	-1	1448	1	1	-1	1.4	24
28	C=CCN(CC=C)CC(=O)Nc1ccc(S(N)(=O)=O)cc1	1	14	/	1	-2	1552	-14	1	-2	0.25	4
29	Cc1ccc(N(CC(=O)NCc2cccs2)S(=O)(=O)c2cccs2)cc1	0.9	10	-5	0.9	0	1549	-1	0.9	0	/	12
30	COc1ccc(NC2c3ccccc3C(=O)N2Cc2ccco2)cc1OC (stereo not given)	0.8	-4	-5	0.9	-2	1534	2	0.9	1	/	14

Records above marked active in ROMK primary.
no.	smiles	PMI act	S1P3 antagonist	PPARg SRC2 recr	PPARg SRC-3 ag	PMI act satM6P	PPARg SRC-1 ag	ROMK primary
5	O=C(NCc1nnc(SCc2ccc(F)cc2)n1-c1ccccc1)C12CC3CC(CC(C3)C1)C2	0.8	-1	6	4	0.9	4	-2.5*

(cont.)
entry	structure	PMI act	G6PDH CS	S1P3 antagonist	Diaph act CS	PPARg SRC2 recr	TR-FRET SRC-2 ct	PPARg SRC-3 ag	PMI act satM6P	PPARg SRC-1 ag	ROMK primary	Diaph inh CS
31	CC1CCN(S(=O)(=O)c2ccc(C(=O)NCc3ccco3)cc2)CC1	0.9	12	11	0.8	4	1661	2	0.9	8	-0.4	22
32	CCOC(=O)c1c(/N=C/C2C(=O)CC(C)(C)CC2=O)sc2c1CCCC2	1	-12	14	0.8	0	1491	-4	0.9	-4	-0.00066	15
33	CCCCCNc1nc2ccccc2nc1NS(=O)(=O)c1cccs1	0.9	3	/	0.7	13	1822	4	0.9	2	-1.1	26
34	CCOc1ccccc1-c1cc(-c2ccccc2)nc2c1c(=O)n(C)c(=O)n2C	1.1	4	/	0.9	15	1603	2	1.1	2	0.79	8
35	Cc1ccc(/C=N/n2cnnc2)s1	1	4	/	1	6	1537	0	1	12	/	5
36	CCOc1ccc(-n2nnnc2SCC(=O)NNC(=O)c2ccco2)cc1	1	6	-11	1.1	1	1502	4	1.1	4	0.24	-5
37	FC(F)(F)c1ccc(C2NCCc3sccc32)cc1 (stereo not given)	1	13	14	1.1	4	1656	2	1	3	-0.29	-9
38	CC(=O)c1cccc(NC(=S)NC(=O)C(C)C)c1	1	3	/	0.9	10	1496	4	1.1	2	/	9
39	CC1=C(C(=O)N2CCCC(C(=O)c3cccc4ccccc34)C2)OCCO1 (stereo not given)	0.9	9	-2	0.9	9	1472	2	0.9	8	/	15
40	Cc1ccc(-c2nc3c(c(=O)c4ccccc4n3C)c(=O)n2-c2ccccc2)cc1	1	-6	7	0.5	0	1590	3	1	3	/	53*
41	Cc1cccc(CN2CCN(Cc3cccc(-n4cccn4)c3)CC2CCO)n1 (stereo not given)	1	10	12	0.9	-2	1412	4	0.9	1	0.011	7
42	O=C(CN(Cc1ccccc1)C(=O)CCC(=O)Nc1nccs1)NCc1ccco1	1	-2	-9	0.9	-3	1584	1	1	3	/	14
43	O=C(C1CC1)N1CCC(C(O)(c2ccccc2)c2ccccc2)CC1	1	8	/	0.9	17	1531	9	1	0	-0.05	10
44	OC(COCc1ccccc1)CN1CCN(Cc2ccc3c(c2)OCO3)CC1 (stereo not given)	1	5	5	0.9	5	1678	3	0.9	9	1.1	13
45	COc1cccc(/C=N/N2CCN(c3ccncc3S(=O)(=O)N3CCCCC3)CC2)c1	0.9	-6	-23	0.9	8	1630	2	1	-5	-1.1	7
46	Cc1ccc(N=C(NO)c2nonc2N)c(C)c1	1	0	-16	0.9	-2	1353	2	1	-10	0.41	6
47	O=C1C=C(NCc2ccccc2)c2ccccc2C1=O	0.7	53*	-2	1.1	8	1347	6	0.9	-5	-0.37	-15
48	O=C(Nc1ccc(F)cc1)c1cccnc1N1CCOCC1	0.9	5	-2	0.9	0	1422	1	0.9	2	/	10
49	Cc1nn(CCC#N)c(NC(=O)c2ccc(Cl)cc2Cl)c1P(=O)(Nc1ccc([N+](=O)[O-])cc1)N1CCOCC1 (stereo not given)	1	5	/	1	7	1640	17	1.1	6	/	-2
